Assay outcomes: PubChem BioAssay, several laboratories
RAM network inh = blocks the yeast RAM network; hit rate 1.8% among 190,000; inhibition, % at 50 µM; S. cerevisiae dse1pr::URA3 reporter, 5-FOA growth OD615, 2 d; analog-sensitive cbk1-as2 kinase mutant strain;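 active means inhibition above a set limit, 3 SD over mean compound inhibition, cut at about 8.4% in these data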;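 further: 0% = DMSO-only wells with no growth and 100% = 10 µM 1-NA-PP1 full growth; inhibition rescues growth on 5-FOA so higher OD means more RAM inhibition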
S1P3 antagonist = blocks the human S1P3 receptor; CHO S1P3 NFAT-BLA reporter, FRET fluorescence, antagonist mode; hit rate 0.27% among 170,000; Q99500; AID 485; inhibition, % at 4.98 µM;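 active means inhibition above the plate cutoff, the mean inhibition of test wells on that plate plus 3 SD, cut at about 28% in these data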;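 further: cells challenged with S1P at its EC80 of 0.8 µM; blue over green emission ratio from cleaved BLA substrate after 4 h stimulation; 0% = S1P-stimulated wells and 100% = unstimulated DMSO-only wells; some compounds past the cut are filed as inactive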
Target sequence (Q99500 whole entry, looked up): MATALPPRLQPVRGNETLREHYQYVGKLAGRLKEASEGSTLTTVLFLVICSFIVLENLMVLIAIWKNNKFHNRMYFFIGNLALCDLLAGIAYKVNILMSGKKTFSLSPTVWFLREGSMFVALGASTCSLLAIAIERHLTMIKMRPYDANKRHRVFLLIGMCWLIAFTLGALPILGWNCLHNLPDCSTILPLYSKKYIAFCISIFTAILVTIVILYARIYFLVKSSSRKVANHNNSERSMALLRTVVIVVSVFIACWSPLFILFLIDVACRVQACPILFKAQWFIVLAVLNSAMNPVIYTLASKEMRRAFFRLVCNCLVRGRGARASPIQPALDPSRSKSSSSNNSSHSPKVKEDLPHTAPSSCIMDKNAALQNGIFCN
TNAP inh hiacc = blocks human TNAP under high phosphate acceptor concentration | inhibition, % at 20 µM | AID 1135 | hit rate 0.03% among 200,000 | purified TNAP, CDP-star luminescence, 1 M DEA;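 active means over 50% inhibition of tissue-nonspecific alkaline phosphatase at 20 µM in the single-dose screen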;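 further: plate controls were DMSO wells for no effect and EDTA-quenched wells as full inhibition for full effect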
Efa HMGR inh = blocks class II HMG-CoA reductase of Enterococcus faecalis | inhibition, % at 10 µM | AID 1066 | purified E. faecalis HMGR, NADPH absorbance 340 nm kinetic | hit rate 0.41% among 190,000;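 active means inhibition above a set limit, the median over all tested compounds plus 3 SD, cut at about 9.5% in these data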;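 further: enzyme runs in reverse so mevalonate oxidation gives rising NADPH absorbance; 0% = complete reaction with DMSO and 100% = background rate lacking mevalonate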
DTT redox prof = compounds producing H2O2 with reducing agent – biochemical, NIH compound library profiling, artefact control for MLSCN library redox annotation, primary screen. DTT-dependent redox cycling H2O2, phenol red/HRP absorbance; 100% = 100 µM peroxide control, 0% = buffer. activation, % at 10 µM. hit rate 0.03% among 200,000;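 active means activation of at least 50% relative to the plate's high and low controls in the primary single-dose screen; inactive means activation below 50%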;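 further: compound incubated with DTT at 0.8 mM final as the reducing agent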
PMI activator = phosphomannose isomerase (human) activation; P34949; purified human PMI, coupled resazurin fluorescence, 20 min; hits give high values; 1 = vehicle control, 0 substrate-free wells; activation factor at 20 µM; hit rate 0.005% among 190,000;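 active means activation factor of 2 or more at 20 µM, relative to plate controls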
Target sequence (P34949 whole entry, looked up): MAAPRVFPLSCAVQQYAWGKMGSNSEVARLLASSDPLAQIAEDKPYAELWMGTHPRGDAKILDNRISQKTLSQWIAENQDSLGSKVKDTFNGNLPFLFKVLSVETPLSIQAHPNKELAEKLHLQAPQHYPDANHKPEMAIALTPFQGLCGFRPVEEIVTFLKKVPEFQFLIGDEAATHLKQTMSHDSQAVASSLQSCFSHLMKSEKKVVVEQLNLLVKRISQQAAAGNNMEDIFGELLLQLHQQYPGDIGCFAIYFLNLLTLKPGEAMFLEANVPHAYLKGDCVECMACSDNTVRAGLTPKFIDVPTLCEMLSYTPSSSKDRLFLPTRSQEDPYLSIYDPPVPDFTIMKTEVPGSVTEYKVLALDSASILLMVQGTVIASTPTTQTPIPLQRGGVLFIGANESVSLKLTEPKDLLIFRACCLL
TNAP inh noacc = TNAP (human) inhibition, acceptor-free conditions | P05186 | purified TNAP, CDP-star luminescence, 30 min | inhibition, % at 20 µM | hit rate 0.26% among 200,000;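 active means tissue-nonspecific alkaline phosphatase inhibition above about 50% at 20 µM in the single-dose screen, limit read from the data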;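 further: 0% = DMSO negative control and 100% = EDTA positive control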
Lmaj promast = reduces viability of Leishmania major promastigotes; resazurin fluorescence viability; inhibition, % at 10 µM; hit rate 9% among 200,000; in the data active means inhibition above about 50%;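 further: promastigotes grown with compound for 44 hours at 28 °C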
Hsp70 act = transcriptional activators of Hsp70; HeLa Hsp70 promoter luciferase reporter, luminescence; scaled: vehicle 0, proteasome-inhibitor control 100%; activation, % at 10 µM; hit rate 0.04% among 200,000; AID 1203;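 active means activation above the mean across all tested compounds plus 3 SD, cutoff set per campaign, cut at about 5.5% in these data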;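 further: 100% = MG132 at 30 µM as the positive control and 0% = DMSO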
PMI act satM6P = activators of human phosphomannose isomerase at near-saturating mannose 6-phosphate; P34949; coupled PMI enzyme assay, resazurin fluorescence, 20 min; hits give high values; 1 = untreated enzyme, 0 = substrate-free blank; activation factor at 20 µM; hit rate 0.34% among 190,000; AID 1216;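 active means activation factor of 2 or more at 20 µM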
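Test system: human PMI in coupled enzyme assay; Input: PMI at 15 ng/mL final; Medium: HEPES buffer, pH 7.4; Schedule: 20 min incubation at room temperature; Technique: resorufin fluorescence at Ex 544/Em 590 nm; Compound: 20 µM single dose; Probe or stimulus: Near-saturating mannose-6-phosphate, 1.0 mM.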
An asterisk follows results filed as active.

How did COc1cccc(N(C(=O)C2CSC(=O)C2)C(C(=O)NC(C)(C)C)c2ccncc2)c1 (stereo unspecified) do in these assays?
RAM network inh: 1.4; S1P3 antagonist: 0; TNAP inh hiacc: -3; Efa HMGR inh: 2; DTT redox prof: -0.6; PMI activator: 0.9; TNAP inh noacc: -8; Lmaj promast: -3; Hsp70 act: 0.0; PMI act satM6P: 0.9

Results for COC(=O)c1cccc(Oc2nc(N3CCOCC3)nc(N3CCOCC3)n2)c1 ?
S1P3 antagonist: -14; DTT redox prof: 0.4; Lmaj promast: -4; Hsp70 act: 0.3

Results for COc1cc(/C=C/C(=O)OCC(=O)N2CCC(Cc3ccccc3)CC2)ccc1O ?
RAM network inh: 4.0; S1P3 antagonist: -10; TNAP inh hiacc: 2; Efa HMGR inh: -4; DTT redox prof: -0.8; PMI activator: 0.8; TNAP inh noacc: -10; Lmaj promast: 0; Hsp70 act: -0.5; PMI act satM6P: 0.8

How did Cc1cc(/C=N/n2c(COc3ccccc3)nc3ccccc3c2=O)c(O)c([N+](=O)[O-])c1 do in these assays?
RAM network inh: 2.4; S1P3 antagonist: -7; TNAP inh hiacc: 25; Efa HMGR inh: -8; DTT redox prof: 1.3; PMI activator: 0.8; TNAP inh noacc: 19; Lmaj promast: -1; Hsp70 act: -0.3; PMI act satM6P: 0.9

How did C=CCOc1ccc(C2NC(=S)NC(c3ccccc3)=C2C(C)=O)cc1OC (stereo unspecified) do in these assays?
RAM network inh: -0.8; S1P3 antagonist: -8; TNAP inh hiacc: 0; Efa HMGR inh: 2; DTT redox prof: -0.5; PMI activator: 1; TNAP inh noacc: 9; Lmaj promast: 8; Hsp70 act: -0.1; PMI act satM6P: 1

How did c1ccc(CSc2ncn(-c3ccccc3)n2)cc1 do in these assays?
RAM network inh: -1.6; S1P3 antagonist: 17; TNAP inh hiacc: -4; Efa HMGR inh: 4; DTT redox prof: 4.0; PMI activator: 0.9; TNAP inh noacc: -3; Lmaj promast: -3; Hsp70 act: 0.5; PMI act satM6P: 0.8

How did Cc1cccc(N2C(=O)C(CC(=O)Nc3cccc(F)c3)N(CCc3ccncc3)C2=O)c1 (stereo unspecified) do in these assays?
RAM network inh: 0.2; S1P3 antagonist: -24; TNAP inh hiacc: -2; Efa HMGR inh: 3; DTT redox prof: -0.7; PMI activator: 1.2; TNAP inh noacc: -10; Lmaj promast: 7; Hsp70 act: -0.3; PMI act satM6P: 1.1

What do the screens show for `O=C(CSc1cccc2cccnc12)NCc1ccco1`?
RAM network inh: 1.8; S1P3 antagonist: 5; TNAP inh hiacc: 3; Efa HMGR inh: -4; DTT redox prof: 0.0; PMI activator: 1.1; TNAP inh noacc: -5; Lmaj promast: -5; Hsp70 act: -0.1; PMI act satM6P: 1.1

How did S=C(NCCN1CCOCC1)Nc1ccccc1Cl do in these assays?
RAM network inh: -0.6; S1P3 antagonist: 2; TNAP inh hiacc: -5; Efa HMGR inh: -4; DTT redox prof: 0.2; PMI activator: 1; TNAP inh noacc: 5; Lmaj promast: 0; Hsp70 act: -0.2; PMI act satM6P: 1.1

How did C=CCn1c(C(c2ccccc2)c2ccccc2)n[nH]c1=S do in these assays?
RAM network inh: 2.0; S1P3 antagonist: -2; TNAP inh hiacc: -3; Efa HMGR inh: -7; DTT redox prof: -0.2; PMI activator: 0.9; TNAP inh noacc: -8; Lmaj promast: 2; Hsp70 act: -0.4; PMI act satM6P: 0.9

What do the screens show for `FC(F)(F)c1nc2ccccc2n2c(-c3ccc(Cl)cc3)nnc12`?
RAM network inh: 4.0; TNAP inh hiacc: -5; Efa HMGR inh: 0; DTT redox prof: -1.4; PMI activator: 1; TNAP inh noacc: -11; Lmaj promast: -2; Hsp70 act: -0.3; PMI act satM6P: 1

Results for Cc1c(NC(=O)CSc2nc(-c3ccco3)cc(C(F)(F)F)n2)c(=O)n(-c2ccccc2)n1C ?
RAM network inh: 1.5; S1P3 antagonist: -25; TNAP inh hiacc: -4; Efa HMGR inh: -4; DTT redox prof: 0.5; PMI activator: 1; TNAP inh noacc: -11; Lmaj promast: -8; Hsp70 act: -0.4; PMI act satM6P: 1

How did Cc1ccc(C(=O)COC(=O)CNC(=O)CNC(=O)c2ccc(C)cc2)cc1 do in these assays?
RAM network inh: 0.9; S1P3 antagonist: -3; TNAP inh hiacc: -4; Efa HMGR inh: 1; DTT redox prof: -0.2; PMI activator: 1; TNAP inh noacc: -11; Lmaj promast: -6; Hsp70 act: 0.0; PMI act satM6P: 1

What do the screens show for `CCc1ccc(S(=O)(=O)NCCc2cn3cccc(C)c3n2)s1`?
RAM network inh: -0.1; S1P3 antagonist: 0; TNAP inh hiacc: -4; Efa HMGR inh: -1; DTT redox prof: -2.1; PMI activator: 1; TNAP inh noacc: -13; Lmaj promast: 1; Hsp70 act: -0.1; PMI act satM6P: 0.9

Results for CCS(=O)(=O)NCc1csc(-c2ccccc2)n1 ?
RAM network inh: 1.9; S1P3 antagonist: -6; TNAP inh hiacc: -4; Efa HMGR inh: -5; DTT redox prof: -0.1; PMI activator: 1; TNAP inh noacc: -14; Lmaj promast: -9; Hsp70 act: 0.0; PMI act satM6P: 1

Results for CCn1nc(C)c(Oc2ccccc2O)c1C ?
RAM network inh: -0.8; S1P3 antagonist: -29; TNAP inh hiacc: -4; Efa HMGR inh: -2; DTT redox prof: -0.3; PMI activator: 1.1; TNAP inh noacc: -1; Lmaj promast: -2; Hsp70 act: -0.2; PMI act satM6P: 1

How did COc1ccc(-c2cnnc(N/N=C/C(C)=C/c3ccccc3)n2)cc1 do in these assays?
RAM network inh: 2.7; S1P3 antagonist: -36; TNAP inh hiacc: 3; Efa HMGR inh: -6; DTT redox prof: 0.1; PMI activator: 0.8; TNAP inh noacc: -11; Lmaj promast: 8; Hsp70 act: -0.2; PMI act satM6P: 0.8

What do the screens show for `O=C(Nc1ccc(C(=O)N2CCOCC2)cc1)c1cccc([N+](=O)[O-])c1`?
RAM network inh: 1.1; S1P3 antagonist: 2; TNAP inh hiacc: -6; Efa HMGR inh: 0; DTT redox prof: 0.1; PMI activator: 1; TNAP inh noacc: -11; Lmaj promast: -2; Hsp70 act: -0.2; PMI act satM6P: 1.1

What do the screens show for `CCOC(=O)C(=O)Nc1ccc(S(=O)(=O)Nc2ncccn2)cc1`?
RAM network inh: -0.5; TNAP inh hiacc: -4; Efa HMGR inh: 1; DTT redox prof: 5.5; PMI activator: 1.1; TNAP inh noacc: -19; Lmaj promast: -8; Hsp70 act: -0.3; PMI act satM6P: 1

What do the screens show for `NC(=O)CSc1nnc(COc2ccccc2)n1Cc1ccco1`?
RAM network inh: 1.6; S1P3 antagonist: -2; TNAP inh hiacc: -4; Efa HMGR inh: -6; DTT redox prof: -0.4; PMI activator: 1; TNAP inh noacc: -6; Lmaj promast: -5; Hsp70 act: -0.1; PMI act satM6P: 1

Results for COc1cc(NC(C(=O)Nc2cccc(C(C)=O)c2)c2ccccc2)cc(OC)c1OC (stereo unspecified) ?
RAM network inh: 0.5; S1P3 antagonist: -13; TNAP inh hiacc: 2; Efa HMGR inh: -1; DTT redox prof: 0.2; PMI activator: 0.8; TNAP inh noacc: -22; Lmaj promast: 13; Hsp70 act: -0.1; PMI act satM6P: 0.9

Results for CCN1CCN(CC(=O)N2N=C(c3cccs3)CC2c2ccc(OC)c(OC)c2)C(=O)C1=O (stereo unspecified) ?
RAM network inh: 3.2; S1P3 antagonist: -20; TNAP inh hiacc: -4; Efa HMGR inh: -7; DTT redox prof: -0.3; PMI activator: 1.1; TNAP inh noacc: -7; Lmaj promast: 1; Hsp70 act: -0.2; PMI act satM6P: 1.1

What do the screens show for `Cc1ccc(C(=O)Nc2nccs2)cc1S(=O)(=O)N1CCCCC1`?
RAM network inh: 0.2; S1P3 antagonist: 17; TNAP inh hiacc: -8; Efa HMGR inh: -5; DTT redox prof: -0.9; PMI activator: 1; TNAP inh noacc: -4; Lmaj promast: 12; Hsp70 act: -0.3; PMI act satM6P: 0.9

What do the screens show for `Cc1cc2oc(C(=O)NC3CCS(=O)(=O)C3)c(C)c2cc1C` (stereo unspecified)?
RAM network inh: 2.6; S1P3 antagonist: 6; TNAP inh hiacc: -6; Efa HMGR inh: 1; DTT redox prof: 2.3; PMI activator: 0.9; TNAP inh noacc: -13; Lmaj promast: 5; Hsp70 act: 0.0; PMI act satM6P: 0.9

Results for COc1ccc(C2SCC(C(=O)O)N2C(C)=O)cc1OC (stereo unspecified) ?
RAM network inh: 0.6; S1P3 antagonist: 8; TNAP inh hiacc: -4; Efa HMGR inh: -6; DTT redox prof: -0.8; PMI activator: 1; TNAP inh noacc: -8; Lmaj promast: -7; Hsp70 act: -0.2; PMI act satM6P: 1

Results for Cc1cccc(/C=N/c2sc3c(c2C#N)CCN(Cc2ccccc2)C3)c1O ?
RAM network inh: 1.3; S1P3 antagonist: 7; TNAP inh hiacc: 5; Efa HMGR inh: -3; DTT redox prof: -0.4; PMI activator: 0.8; TNAP inh noacc: 3; Lmaj promast: 26; Hsp70 act: -0.2; PMI act satM6P: 0.8

How did O=C(COC(=O)C12CC3CC(CC(C3)C1)C2)NC12CC3CC(CC(C3)C1)C2 do in these assays?
RAM network inh: 2.0; TNAP inh hiacc: -3; Efa HMGR inh: 3; DTT redox prof: 2.5; PMI activator: 0.9; TNAP inh noacc: -4; Lmaj promast: 6; Hsp70 act: -0.4; PMI act satM6P: 1

Results for CC(=O)c1cc(N2CCOCC2)ccc1[N+](=O)[O-] ?
RAM network inh: 2.4; S1P3 antagonist: -5; TNAP inh hiacc: 4; Efa HMGR inh: 0; DTT redox prof: -0.6; PMI activator: 1; TNAP inh noacc: 0; Lmaj promast: -5; Hsp70 act: -0.2; PMI act satM6P: 1

What do the screens show for `COc1ccccc1N(CC(O)Cn1nc(C)cc1C)S(=O)(=O)c1ccccc1` (stereo unspecified)?
RAM network inh: 1.4; S1P3 antagonist: -6; TNAP inh hiacc: -4; Efa HMGR inh: -1; DTT redox prof: -0.7; PMI activator: 1; TNAP inh noacc: -10; Lmaj promast: 3; Hsp70 act: 0.0; PMI act satM6P: 1.1

Results for O=[N+]([O-])c1ccc(COc2ccc(Br)cc2CN2CCOCC2)cc1 ?
RAM network inh: 0.1; S1P3 antagonist: 3; TNAP inh hiacc: -7; Efa HMGR inh: -8; DTT redox prof: -0.5; PMI activator: 0.9; TNAP inh noacc: -11; Lmaj promast: 4; Hsp70 act: -0.1; PMI act satM6P: 0.9

For convenience, some entries already given:
Results for COc1cc(NC(C(=O)Nc2cccc(C(C)=O)c2)c2ccccc2)cc(OC)c1OC (stereo unspecified) ?
RAM network inh: 0.5; S1P3 antagonist: -13; TNAP inh hiacc: 2; Efa HMGR inh: -1; DTT redox prof: 0.2; PMI activator: 0.8; TNAP inh noacc: -22; Lmaj promast: 13; Hsp70 act: -0.1; PMI act satM6P: 0.9

Results for CCN1CCN(CC(=O)N2N=C(c3cccs3)CC2c2ccc(OC)c(OC)c2)C(=O)C1=O (stereo unspecified) ?
RAM network inh: 3.2; S1P3 antagonist: -20; TNAP inh hiacc: -4; Efa HMGR inh: -7; DTT redox prof: -0.3; PMI activator: 1.1; TNAP inh noacc: -7; Lmaj promast: 1; Hsp70 act: -0.2; PMI act satM6P: 1.1
